Screens: PubChem BioAssay, several laboratories
PERK inhibitor: block of dimerizer-induced PERK translation repression, primary screen, PERK inhibitor project, CHO PERK-DD cells, SEAP luminescence, HTS; inhibition, % at 5.6 µM; CHO PERK-DD fusion, SEAP luminescence translation reporter; 220,000 compounds, 0.17% hits; AID 1416, 2008;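 active = inhibition above the mean inhibition of all tested compounds plus 3 SD, set separately per screening campaign, cut at about 2.9% in these data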;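 note: PERK kinase domain activated by AP20187 dimerizer at 100 nM; 0% = DMSO with dimerizer and 100% = rapamycin at 8.4 µM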
eIF4E-4G inh: eIF4E–eIF4G protein interaction inhibitors, primary screen, biochemical, uHTS, TR-FRET, eIF4GI fragment; Eukaryotic translation initiation factor 4E (Mus musculus) + Eukaryotic translation …; TR-FRET eIF4E-eIF4GI(517-606) binding, 2 h; inhibition, % at 21.7 µM; 220,000 compounds, 0.37% hits;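 active = inhibition above about 30%, limit read from the data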;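 note: 0% = full FRET control wells and 100% = background wells lacking eIF4GI fragment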
TNF necrop inh: inhibitors of TNF-alpha triggered necroptosis, primary screen, cell-based, Jurkat FADD-/-, single concentration; Jurkat FADD-/- TNF necroptosis rescue, ATP luminescence, 24 h; 0 = TNF only, 100 = no-TNF cells; activation (protection from cell death), % at 10 µM; 220,000 compounds, 0.068% hits;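 active = activation, meaning protection from cell death, of at least 50% relative to plate controls; inactive = activation below 50%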;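 note: necroptosis triggered by 40 ng/mL TNF-alpha added together with compound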
EBV gp42 inh: Epstein-Barr virus gp42 inhibitors, primary screen, biochemical, uHTS, fluorescence polarization; Glycoprotein 42 (Epstein-Barr virus (strain AG876)), Q1HVG2; Fluorescence polarization binding assay, mP read-out; inhibition, % (tested at 21.74 µM); 220,000 compounds, 0.42% hits; AID 1085, 2008; in the data active = inhibition above about 50%
Target sequence (Q1HVG2 whole entry, looked up): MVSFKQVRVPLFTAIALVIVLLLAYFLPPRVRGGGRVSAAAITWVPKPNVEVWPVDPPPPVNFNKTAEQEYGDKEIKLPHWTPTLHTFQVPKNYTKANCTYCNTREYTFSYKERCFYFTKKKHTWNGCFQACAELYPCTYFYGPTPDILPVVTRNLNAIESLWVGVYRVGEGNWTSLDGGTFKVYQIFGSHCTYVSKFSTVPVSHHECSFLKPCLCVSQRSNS
MDM2 E3 inh: MDM2-luciferase reporter signal enhancers, primary screen, MDM2 E3 ligase inhibitor project, cell-based, luminescence, 1536-well; cell-based MDM2 ubiquitination luciferase reporter, 2 h; 0 = plate control, 100 = twice control, blank-subtracted; signal enhancement, % at 5 µM; 210,000 compounds, 0.11% hits; E3 ubiquitin-protein ligase Mdm2 (Homo sapiens), Q00987;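 active = signal enhancement of 30% or more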;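 note: luminescence tracks abundance of the self-degrading MDM2-luciferase fusion protein; higher signal means inhibition of MDM2 E3 ligase activity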
Target sequence (Q00987 whole entry, looked up, the tested form may be a part): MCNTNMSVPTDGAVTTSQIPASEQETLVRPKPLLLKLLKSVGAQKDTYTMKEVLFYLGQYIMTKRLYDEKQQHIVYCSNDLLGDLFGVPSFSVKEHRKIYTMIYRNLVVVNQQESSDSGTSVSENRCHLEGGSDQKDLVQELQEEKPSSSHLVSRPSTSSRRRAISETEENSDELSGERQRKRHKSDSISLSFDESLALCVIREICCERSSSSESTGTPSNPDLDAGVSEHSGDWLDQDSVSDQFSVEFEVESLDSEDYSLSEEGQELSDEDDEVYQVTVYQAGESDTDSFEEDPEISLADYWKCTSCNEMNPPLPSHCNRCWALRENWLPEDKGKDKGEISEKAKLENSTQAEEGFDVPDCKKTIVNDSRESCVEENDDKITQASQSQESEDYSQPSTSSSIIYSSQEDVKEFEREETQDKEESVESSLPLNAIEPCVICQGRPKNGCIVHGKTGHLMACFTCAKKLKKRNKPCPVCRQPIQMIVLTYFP
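test system = mammalian cells stably expressing self-ubiquitinating, self-degrading MDM2 E3–luciferase fusion | quantity = 2000 cells/well | incubation = cell settling 4 h, compound treatment 2 h, both 37 °C | signal = luminescence with SteadyLite reagent, 15 min at room temperature | evaluation = % enhancement relative to plate controls after blank subtraction | benchmarks = plate controls and plate blanks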
Calpain2 inh: inhibitors of pig calpain II, primary screen, biochemical, fluorogenic peptide substrate, 1536-well; 220,000 compounds, 0.37% hits; inhibition, % at 16 µM; AID 1236, 2008; purified calpain II, 30 min;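 active = inhibition above about 50%, limit read from the data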
Cl transport mod: KCC2 cotransporter modulators, thallium flux, primary screen, cell-based, HEK293 KCC2, FluoZin-2 fluorescence, MLSMR | KCC2 cells, thallium flux FluoZin-2 fluorescence | AID 1456, 2008 | Solute carrier family 12 member 5 (Homo sapiens), Q9H2X9 | 190,000 compounds, 2.2% hits | B-score of Tl+ flux slope (higher = more flux/activation; lower = inhibition) at 10 µM;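 active = thallium flux slope and its plate-corrected score both differing from the plate sample mean at a set confidence after two filtering rounds, in either direction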;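 note: slope of fluorescence scaled to starting intensity during 10 to 20 s after thallium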
Rad51 HR inh: human RAD51 strand exchange inhibitors, primary screen, biochemical, fluorescence; DNA repair protein RAD51 homolog 1 (Homo sapiens), Q06609; AID 1385, 2008; inhibition, % at 10 µM; 200,000 compounds, 0.085% hits; hRad51 DNA strand exchange, fluorescence dequenching;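 active = inhibition above 40% at the single screening dose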;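 note: 0% = DMSO control wells and 100% = blanks with heterologous ssDNA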
Target sequence (Q06609 whole entry, looked up): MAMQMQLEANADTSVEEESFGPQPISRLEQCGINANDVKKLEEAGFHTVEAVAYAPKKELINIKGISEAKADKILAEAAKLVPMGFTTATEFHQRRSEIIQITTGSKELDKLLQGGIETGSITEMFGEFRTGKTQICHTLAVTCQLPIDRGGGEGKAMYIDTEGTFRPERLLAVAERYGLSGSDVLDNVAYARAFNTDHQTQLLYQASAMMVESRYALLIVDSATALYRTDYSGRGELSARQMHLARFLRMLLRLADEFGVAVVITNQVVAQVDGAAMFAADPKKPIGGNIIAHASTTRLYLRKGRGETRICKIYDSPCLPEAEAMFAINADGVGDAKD
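material = hRad51 filaments on single-stranded DNA | reagent = Donor/quencher-labelled 47-bp dsDNA substrate | compound = 10 µM final, single point | schedule = strand-exchange reaction 15 min at room temperature | measured by = fluorescein emission 520 nm, excitation 485 nm | read-out basis = % inhibition versus plate control and blank means | benchmarks = plate controls and plate blanks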
L929 necroptosis: inhibitors of zVAD-triggered necroptosis, primary screen, L929 cells | L929 zVAD necroptosis rescue, ATP luminescence, 24 h; with zVAD 60 µM | viability rescue, % at 10 µM | 220,000 compounds, 0.38% hits;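 active = activation, scaled between plate controls, above about 75%, limit read from the data; inactive = activation under that limit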;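 note: 0% = zVAD with DMSO and 100% = DMSO alone without zVAD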
Active calls of the source: *; · = no result given; [ ] = another dose, or the depositor's remark.

The first 3 entries, ahead of the listing:
SMILES	PERK inhibitor	eIF4E-4G inh	TNF necrop inh	EBV gp42 inh	MDM2 E3 inh	Calpain2 inh	Cl transport mod	Rad51 HR inh	L929 necroptosis
COc1ccccc1N1CCN(c2cc(=O)n(Cc3ccc(F)cc3)c(=O)[nH]2)CC1	1.9	-3.8	-5.9	-6.8	-1.3	0.2	1.31	3.2	3.6
COc1ccccc1C(=O)Nc1ccc(-c2nnc(SCC(=O)O)n2C)cc1	0.9	-1.7	-1.9	-7.0	-7.3	-19.9	1.28	-1.2	0.4
COc1ccccc1/C=C/C(=O)Nc1ccc(N2CCOCC2)cc1	0.6	3.0	1.8	-7.1	-7.3	-17.8	·	9.8	2.3

Main list, repeating the preview:
SMILES	PERK inhibitor	eIF4E-4G inh	TNF necrop inh	EBV gp42 inh	MDM2 E3 inh	Calpain2 inh	Cl transport mod	Rad51 HR inh	L929 necroptosis
COc1ccccc1N1CCN(c2cc(=O)n(Cc3ccc(F)cc3)c(=O)[nH]2)CC1	1.9	-3.8	-5.9	-6.8	-1.3	0.2	1.31	3.2	3.6
COc1ccccc1C(=O)Nc1ccc(-c2nnc(SCC(=O)O)n2C)cc1	0.9	-1.7	-1.9	-7.0	-7.3	-19.9	1.28	-1.2	0.4
COc1ccccc1/C=C/C(=O)Nc1ccc(N2CCOCC2)cc1	0.6	3.0	1.8	-7.1	-7.3	-17.8	·	9.8	2.3
Cc1cccc(NC(=O)c2ccc(OCC3CCCO3)cc2)c1C (configuration not stated)	0.0	3.4	2.0	-12.8	-7.0	9.5	-1.77	5.8	0.8
COC(=O)c1cccc(NC(=O)CCSc2ccc(Cl)cc2)c1C	0.3	-8.0[fluorescence artefact?]	-1.1	2.4	-2.9	-14.8	-0.3	-10.1	1.0
O=C(CN1C(=O)C2C3C=CC(C3)C2C1=O)Nc1cccc2c1CCCC2 (configuration not stated)	-0.7	-2.4	0.0	10.7	-6.7	-2.8	·	2.0	-0.4
CCOC(=O)COc1c(OC)cc(Cl)cc1C1Nc2ccccc2C(=O)N1c1cccc(C)c1 (configuration not stated)	-0.3	0.7	-2.2	-1.8	-4.9	-245.2	-0.867	-8.1	0.0
Cc1cccc(C)c1OCc1nc2ccccc2c(=O)n1/N=C/c1ccc(OCC(=O)O)cc1	0.5	-6.5	2.7	-18.2	0.1	-18.8	-0.069	·	2.2
O=C(c1cc([N+](=O)[O-])ccc1Cl)N1CCN(c2ccccn2)CC1	1.4	2.7	-0.1	-14.2	-2.8	-20.4	0.0519	10.6	0.9
Cc1ccc(-n2cc(C(=O)c3ccc4ccccc4c3O)cn2)cc1	1.3	-3.8	-2.6	-4.9	-15.6	-24.9	·	-3.3	-0.3
Cc1cccc(-n2ncc3c(NCc4cccs4)ncnc32)c1	0.5	3.6	0.8	-4.6	-19.6	32.1	-0.614	-0.6	-0.2
O=c1c(Cl)c(N2CCCCC2)cnn1-c1nc2ccccc2[nH]1	-0.7	-9.9	-5.5	-9.8	-17.5	36.3	-0.289	1.2	0.9
CCOC(=O)/C(=N/Nc1ccc(C)cc1)S(=O)(=O)c1ccc(Cl)cc1	-0.4	-6.7[fluorescence artefact?]	0.4	5.1	-5.9	38.0	-1.15	-0.6	1.8
O=S(=O)(N1CCCCC1)n1nnc2ccccc21	0.8	1.6	-1.6	-12.9	-9.9	-1.6	0.0152	-6.8	0.3
CCOC(=O)C1=NNC(C(=O)c2ccc(C)cc2)C1c1ccc(C)cc1 (configuration not stated)	-0.1	15.3	2.4	9.7	2.1	9.9	0.382	6.3	-0.5
CCCCOc1ccc(C(=O)N2CCCCCC2)cc1	-0.7	4.6[fluorescence artefact?]	2.2	-12.4	-9.0	19.8	0.492	-3.6	-0.2
Cc1cc(-c2n[nH]c(=S)n2/N=C/c2cccs2)n[nH]1	0.6	3.6	0.1	-14.5	-7.7	-4.6	0.735	-5.9	0.9
O=C1CC(c2c[nH]c3ccccc23)C(=O)N1 (configuration not stated)	1.1	-25.8	-0.4	-17.9	-52.6	-12.8	·	-5.7	-0.1
CC(C)c1ccc(NC(=O)COC(=O)COc2ccccc2)cc1	0.7	3.0	-0.1	0.8	-14.4	-0.3	0.66	-3.8	1.0
COc1cc(/C(C)=N/N2CCOCC2)cc(OC)c1OC	0.5	0.3	-0.5	-12.9	-32.6	21.0	0.699	11.9	2.2
CC(=O)c1ccc(NC(=O)c2noc3c2CCC3)cc1	0.7	15.0	0.1	20.7	-75.7	1.9	-0.715	-1.1	1.2
CCOC(=O)CSc1ccc(S(=O)(=O)N2CCCCC2)cc1[N+](=O)[O-]	0.1	4.2[fluorescence artefact?]	-0.4	0.2	-5.2	-3.2	-0.606	·	·
O=C(O)c1cccc(NS(=O)(=O)c2ccc(-c3ccc(S(=O)(=O)Nc4cccc(C(=O)O)c4)cc3)cc2)c1	0.5	1.8	0.3	-14.5	-21.5	37.7	-0.0122	-4.4	2.0
O=C(Nc1cccc(-c2csc(Nc3ccccc3)n2)c1)c1ccccc1	·	-4.6	1.9	-19.5	6.3	-24.2	-0.00736	-1.6	15.7
COc1ccc(CNC(=O)Nc2ccc(C)cc2C)cc1	0.3	-1.0	0.2	-4.5	-11.5	15.4	-0.264	1.8	0.9

The results go on:
SMILES	PERK inhibitor	eIF4E-4G inh	TNF necrop inh	EBV gp42 inh	MDM2 E3 inh	Calpain2 inh	Cl transport mod	Rad51 HR inh	L929 necroptosis
O=[N+]([O-])c1ccccc1-c1ccc(/C=N/n2cnnc2)o1	0.4	-0.3[fluorescence artefact?]	-5.8	-2.0	-3.1	-20.0	1.45	-1.6	-0.1
CCC1(C)Cc2c(sc3c2c(=O)n(C)c2nnc(SCc4ccc5c(c4)OCO5)n32)CO1 (configuration not stated)	0.6	0.9	-0.1	-7.5	-4.6	12.9	·	-3.9	-0.4
NC1=NC2=C(CCCC2)C2(CCCCC2)S1	-1.5	5.1	-1.4	-15.2	-4.2	18.7	-0.445	-3.7	0.5
CC(=O)[C@H]1[C@H](CCc2ccccc2)NC(=O)N(Cc2ccccc2)[C@@H]1C	·	-7.3	0.5	-5.7	15.5	8.4	-2.29	-4.1	-0.3
CS(=O)(=O)N1CCN(c2ccc([N+](=O)[O-])cc2C(F)(F)F)CC1	1.0	-4.8	0.6	-17.5	-9.2	-19.4	-0.226	·	0.3
C=CCn1c(SCC(=O)NCc2ccco2)nnc1-c1ccc2ccccc2n1	-0.9	-1.7	-1.0	-5.0	-15.2	-84.7	-1.89	·	-0.6
O=C(NC(Cc1c[nH]c2ccccc12)C(=O)Nc1ccc(F)cc1)c1cccs1 (configuration not stated)	-0.4	6.8[fluorescence artefact?]	4.1	2.0	0.5	23.9	0.071	-3.8	5.1
COc1ccccc1CO/N=C/c1cccn1-c1nccc(N(C)C)c1C#N	-1.4	7.8	-0.4	-11.1	4.3	-4.3	-0.329	-9.5	-0.4
Cc1csc(=Nc2ccccc2)n1Cc1ccco1	-0.7	-0.8	2.1	-8.7	-10.8	23.3	1.76	-3.3	-0.8
CC(=O)OCCNC(=O)c1cc2ccccc2oc1=O	0.5	9.8	-0.5	-9.4	-7.8	-12.3	-0.547	6.8	-0.3
C/C(=N\OC(=O)NC1CCCCC1)c1sc(-c2ccccc2)nc1C	-0.8	-4.0	-7.5	-8.9	15.7	12.0	-0.0873	9.6	1.3
COc1ccc(C(NC(C)=O)c2cc(Cl)c3cccnc3c2O)cc1OC (configuration not stated)	0.0	2.0	-9.6	-14.3	-13.3	-36.3	0.514	8.1	54.2
COCC1CCN(Cc2nc(-c3ccc4c(c3)OCO4)no2)C1 (configuration not stated)	2.3	4.5	0.5	-4.3	-7.4	-4.5	-0.717	-6.1	1.4
COc1ccc(OCC(=O)OCCNC(=O)c2cccnc2)cc1	0.1	2.9	1.3	-21.3	·	-1.1	0.00319	·	1.2
CC(=O)c1ccc(Oc2cc(C)nc(-n3nc(C)cc3C)n2)cc1	-0.1	3.6	-10.8	-10.5	0.0	6.8	0.195	4.3	0.4
COc1ccc(-c2csc(NC(=S)NC(=O)/C=C/c3ccco3)n2)cc1OC	0.6	21.5	-1.3	1.9	9.1	-12.1	0.489	2.9	0.2
O=C(c1ccc(N2CCOCC2)cc1)c1cccs1	0.0	0.6	-1.5	-16.2	-29.3	19.3	·	-4.9	1.1
O=C1C2C3C=CC(C3)C2C(=O)N1c1ccc2c(c1)CCC2 (configuration not stated)	0.1	-8.8[fluorescence artefact?]	24.3	-9.8	-3.5	-4.6	1.21	-6.1	-0.2
COc1ccc(C)cc1S(=O)(=O)Nc1cccc(SC)c1	-0.4	0.0	-0.4	1.6	12.8	11.1	0.16	4.0	0.5
Cc1noc(C)c1S(=O)(=O)NCCN1CCN(c2ccccc2)CC1	-0.4	-6.9	1.6	-11.2	-9.2	-28.7	·	-7.8	-0.9
CC(=O)Oc1ccc(-c2cccc(C(=O)OCC(=O)N(C)c3ccccc3)c2)cc1	-0.2	-8.6	10.7	-0.6	-15.4	45.9	-1.43	-10.4	36.9
COc1ccc(C(C)=O)cc1CSc1nc(C)cc(C)n1	0.3	1.8	-0.7	-1.5	-0.6	-14.9	0.0166	9.7	3.4
N#CC1=C(N)Oc2n[nH]c(CSc3ccccc3)c2C12C(=O)Nc1ccccc12 (configuration not stated)	0.9	-5.5	-5.6	-3.5	-7.3	-14.5	0.745	4.2	-0.4
COCC(=O)N(Cc1cc2ccc(C)c(C)c2n2nnnc12)C1CCCC1	0.2	2.3	-1.4	-3.2	-2.4	12.2	-1.17	10.4	1.4
CN(C)c1ccc(/C(=N\O)C(F)(F)F)cc1	1.2	2.5	-10.0	-4.7	-24.1	-1.6	-2.21	-6.7	-0.4
CCNS(=O)(=O)c1ccc2c(c1)NCC2	0.3	-3.6	0.5	-6.5	16.8	20.9	-3.23	17.8	-0.4
CC(=O)/C(N=Nc1ccc(OC(F)(F)F)cc1)=C(\C)O	0.1	-1.5	1.3	-4.5	-17.4	19.6	1.05	11.6	0.0
O=C(Nc1ccc(F)cc1)C1=CC(=O)N2CCN=C2S1	1.2	0.5	0.6	-10.3	-6.6	-22.1	0.379	28.2	5.5
COc1cc(-c2nnc(COc3ccc4ccccc4c3)o2)cc(OC)c1OC	-0.4	-10.2	-4.8	-2.4	-14.2	14.8	·	·	0.3
O=C(Nc1cccnc1)c1ccccc1NS(=O)(=O)c1ccc(F)cc1	0.1	-0.2	-0.6	-4.4	-0.6	-31.4	-1.33	5.0	1.5
